# From PubChem
# M1 ag – human M1 muscarinic receptor agonists, primary screen, Fluo-8 calcium fluorescence, CHO-K1 cells, HTS. Muscarinic acetylcholine receptor M1 (Homo sapiens), P11229. CHO-K1 hM1, agonist mode; 0% DMSO, 100% acetylcholine EC100. activation, % at 3 µM. 0.33% of 360,000 active. AID 588814, 2011;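 active means activation above the run's mean compound activation plus 3 SD, cut at about 16% in these data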;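 further: peak over basal fluorescence ratio within a 140 s kinetic read after compound addition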
# Target sequence (P11229 whole entry, looked up): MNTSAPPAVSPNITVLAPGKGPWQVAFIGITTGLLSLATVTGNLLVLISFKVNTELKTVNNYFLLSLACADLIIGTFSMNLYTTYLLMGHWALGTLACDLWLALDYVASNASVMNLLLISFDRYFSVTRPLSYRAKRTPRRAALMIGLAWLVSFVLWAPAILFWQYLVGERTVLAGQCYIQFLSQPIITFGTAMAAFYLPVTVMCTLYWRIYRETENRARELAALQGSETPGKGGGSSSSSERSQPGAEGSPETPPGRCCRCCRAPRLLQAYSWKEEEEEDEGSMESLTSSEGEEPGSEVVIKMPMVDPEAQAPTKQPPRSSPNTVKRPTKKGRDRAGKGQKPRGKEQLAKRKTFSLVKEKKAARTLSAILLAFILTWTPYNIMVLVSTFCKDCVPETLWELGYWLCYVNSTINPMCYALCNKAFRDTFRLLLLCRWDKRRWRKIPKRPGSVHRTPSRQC
# OXTR potentiate – human OXTR potentiators, primary screen, fluorescence, CHO-OTR cells, Fluo-8 calcium; Oxytocin receptor (Homo sapiens), P30559; Fluo-8 calcium fluorescence, potentiator mode; 0% = oxytocin EC15, 100% = EC100; activation, % at 3 µM; 0.061% of 320,000 active;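 active means activation above that plate's cutoff, the mean activation of tested compounds plus 3 SD, cut at about 6.6% in these data, passing the limit was not always enough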;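 further: 100% uses oxytocin at 75 nM as the full agonist control; some results filed as inactive read as strong as hits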
#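 Material: CHO-OTR cells, human receptor; compound dosing: single dose, 3.0 µM nominal final compound concentration; schedule: 6 min compound pre-incubation at room temperature, 100 s kinetic read; measured by: kinetic Fluo-8 calcium fluorescence; read-out basis: % activation vs EC15 and EC100 oxytocin; controls: EC15 oxytocin alone as 0%, 75 nM oxytocin as 100%; replicates: singlicate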
# CHO parental Ca – ATP-evoked calcium signal inhibitors, parental CHO, primary screen, counter-screen for OX1R antagonist project, cell-based, fluorescence, Fluo-8 calcium dye; parental CHO-K1, ATP-induced calcium, Fluo-8 fluorescence; inhibition, % at 5.6 µM; 0.63% of 330,000 active;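 active means inhibition above that plate's mean sample inhibition plus 3 SD, cut at about 26% in these data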;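 further: 0% = ATP-challenged DMSO wells and 100% = DMSO wells without ATP; some compounds past the cut are filed as inactive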
#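 Measured by: calcium-sensitive Fluo-8 fluorescence / Test system: CHO parental line / Controls: ATP-challenged DMSO wells low, unchallenged DMSO wells high / Measure: % inhibition / Compound: single nominal dose of 5.6 µM per compound / Replicates: single well per compound, no replicates / Reagent: ATP as calcium-mobilizing challenge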
# TAAR1 antag – human TAAR1 antagonists, primary screen, Fluo-8 calcium fluorescence, CHO RD-HGA16 cells; inhibition, % at 3 µM; AID 624466, 2012; 1.5% of 360,000 active; antagonist;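 active means inhibition above a per-plate cutoff, the mean inhibition of test compounds on that plate plus 3 SD, cut at about 49% in these data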;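 further: 0% = DMSO plus EC80 beta-PEA response and 100% = DMSO alone without agonist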
# Target sequence (Q96RJ0 whole entry, looked up): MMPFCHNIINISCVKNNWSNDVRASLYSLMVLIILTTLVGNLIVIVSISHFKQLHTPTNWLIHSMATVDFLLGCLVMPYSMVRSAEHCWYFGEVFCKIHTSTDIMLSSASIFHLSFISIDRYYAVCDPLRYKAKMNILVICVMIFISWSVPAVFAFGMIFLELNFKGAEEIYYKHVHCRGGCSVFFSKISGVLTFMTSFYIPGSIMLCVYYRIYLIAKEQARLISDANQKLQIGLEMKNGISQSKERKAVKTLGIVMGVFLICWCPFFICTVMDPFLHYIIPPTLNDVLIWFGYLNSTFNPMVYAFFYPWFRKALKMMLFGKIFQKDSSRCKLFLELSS
#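 Test system – hTAAR1-expressing CHO RD-HGA16 cells, Gα16-coupled · Reagent – β-PEA at EC80 concentration, post-compound challenge · Compound dosing – 3 µM, single point · Timing – 140 s kinetic read after compound, 140 s after agonist · Detection – Fluo-8 intracellular calcium dye fluorescence, real-time kinetic reads · Control set – DMSO and EC80 PEA controls · Repeats – n of 1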
# CHRM1 PAM – human M1 muscarinic receptor positive allosteric modulators, primary screen, CHO-K1 cells, Fluo-8 calcium fluorescence, 1536-well; Muscarinic acetylcholine receptor M1 (Homo sapiens), P11229; activation, % at 3 µM; CHO-K1 hM1, ACh EC20; 0% = ACh EC20, 100% = maximal ACh; AID 588819, 2011; 0.088% of 360,000 active; in the data active means activation above about 19%, passing the limit was not always enough
# TAAR1 agonist – human TAAR1 agonists, primary screen, Fluo-8 calcium fluorescence, CHO RD-HGA16 cells; Trace amine-associated receptor 1 (Homo sapiens), Q96RJ0; vehicle wells 0%, saturating PEA agonist 100%; activation, % at 3 µM; 0.99% of 360,000 active;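 active means activation above the mean activation of all test compounds in the run plus 3 SD, cut at about 38% in these data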
#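 Assay system – CHO-derived RD-HGA16 cells with stable Gα16 and human TAAR1 · Compound dosing – one-point dosing at 3 µM (nominal) · Incubation – 17-24 h seeding, 75 min 37 °C dye, 30 min RT · Measured by – kinetic Fluo-8 calcium fluorescence · Control set – DMSO vehicle as 0%, PEA at EC100 as 100% · Repeats – single well for each compound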
# CHRM1 antagonist – human M1 muscarinic receptor antagonists, primary screen, CHO-K1 cells, Fluo-8 calcium fluorescence, 1536-well; inhibition, % at 3 µM; AID 588852, 2011; 1.3% of 360,000 active; Muscarinic acetylcholine receptor M1 (Homo sapiens), P11229; CHO-K1 hM1, ACh EC80 antagonist;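 active means percent inhibition above its own plate's cutoff, namely the mean of that plate's compound wells plus 3 SD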;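 further: peak over basal fluorescence ratio during 140 s after agonist addition; 0% = ACh EC80 plus DMSO and 100% = DMSO alone without agonist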
# V1R ag counter – agonists of human V1a receptor, primary screen, counter-screen for OXTR agonist project, fluorescence, CHO-V1R cells. AID 2797, 2010. Vasopressin V1a receptor (Homo sapiens), P37288. Fluo-8 calcium fluorescence, agonist mode; 0% DMSO, 100% 3 nM vasopressin. activation, % at 3 µM. 0.25% of 320,000 active;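 active means activation above the mean activation of all tested compounds plus 3 SD, per screening run, cut at about 20% in these data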;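 further: signal is peak over basal fluorescence ratio across a 100 second FLIPR read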
# OXTR ag – human OXTR agonists, primary screen, fluorescence, CHO-OTR cells, Fluo-8 calcium; Oxytocin receptor (Homo sapiens), P30559; Fluo-8 calcium fluorescence; normalized: DMSO 0%, oxytocin 100%; activation, % at 3 µM; 0.32% of 320,000 active; AID 2435, 2010;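 active means activation above the mean of all tested compounds plus 3 SD, cutoff set per screening run, cut at about 20% in these data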;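 further: peak over basal fluorescence ratio from a 100 s FLIPR kinetic read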
# The depositor's hits bear a star; . = not tested or not shown. Compounds as they come; about 3.7% have a hit in one of these screens.
SMILES,M1 ag,OXTR potentiate,CHO parental Ca,TAAR1 antag,CHRM1 PAM,TAAR1 agonist,CHRM1 antagonist,V1R ag counter,OXTR ag
CCOc1cc(/C=N/NC(=O)c2cccs2)cc([N+](=O)[O-])c1O,-10,.,.,-10,16,7,-11,.,.
Cc1cc(=O)[nH]c(-n2ncc(C#N)c2N)n1,-1,-15,0,-8,13,3,-13,0.1,-1.1
O=C(NC(c1ccccc1)C(Cl)(Cl)Cl)c1ccccc1 (configuration not stated),-7,-5,-18,6,-7,-2,7,1.8,-2.3
CC(=O)NC(C)CCc1ccccc1 (configuration not stated),-4,-4,-16,-30,4,1,1,0.1,0.1
O=C(O)c1ccc(N/N=C/c2c[nH]c3ccccc23)cc1,-2,-14,1,8,-4,0,13,1.6,1.8
CCCCN(CCCNC(=O)Cn1nc(CC)n2c(cc3sc(C)cc32)c1=O)Cc1ccccc1,-6,0,-20,-16,5,-2,-19,-1.5,-1.0
O/N=C(/c1ccccc1)c1cc2cc(Br)cc(Br)c2o1,-1,-13,1,-24,21,3,-24,1.1,0.9
CCCOc1ccc(C2NC(=O)CCC2[N+](=O)[O-])cc1 (configuration not stated),-4,-3,-2,10,1,-1,-2,-0.1,1.1
Cc1cc(C)cc(C(=O)Nc2ccc(N3CCN(C(=O)c4ccco4)CC3)cc2)c1,3,-3,-12,29,15,1,-2,3.2,-2.5
Nc1nnc(SCn2nnc3ccccc3c2=O)s1,-8,-2,0,8,-4,0,-4,0.5,-0.1
Cc1cc(C)nc(Oc2ccc([N+](=O)[O-])cc2)n1,-5,-4,-12,-15,8,3,-3,-0.2,-0.8
O=C(CC1c2ccccc2Oc2ccccc21)Nc1ccccc1C(F)(F)F,-10,-12,-7,-11,1,-1,-3,1.4,0.1
Cc1cc2nc(-c3ccc(SCC(=O)Nc4ccc5c(c4)OCCO5)nc3)[nH]c2cc1C,-6,-4,-12,41,-2,1,7,-0.3,-1.7
Cc1ccccc1-n1c(SCC(=O)N2CCCC2)nnc1-c1ccccn1,1,-9,6,3,22*,1,-37,0.5,-1.4
Nc1nc2c(ncn2[C@@H]2O[C@H](CNS(=O)(=O)C3CC3)[C@@H](O)[C@H]2O)c(=O)[nH]1,1,.,.,-29,-6,1,-6,.,.
Cn1c(-c2ccccc2)cnc1SCC(=O)N1CCCCC1,-6,-4,-14,-13,-5,2,3,0.7,0.2
Cc1cc(C)c(NC(=O)CS(=O)CC(=O)Nc2cccnc2)c(C)c1 (configuration not stated),-2,-2,-4,16,3,4,-9,-0.1,-0.4
CC1(C)C(C=C(Cl)Cl)C1C(=O)N(Cc1cccc(Cl)c1)C1CCS(=O)(=O)C1 (configuration not stated),-8,-7,-35,-17,1,2,3,0.1,-2.4
O=C(Nc1cc(Cl)ccc1Cl)Nn1cnnc1,-1,.,.,-16,10,0,-6,.,.
c1ccc(-c2cn(C[C@H]3CC[C@@H]([C@@H]4CC[C@H](Cn5cc(-c6ccccc6)nn5)O4)O3)nn2)cc1,-4,-17,-24,9,4,13,-16,-0.6,1.8
O=C(O)CCC(=O)N(Cc1cccs1)Cc1cccs1,-5,-5,-7,-12,9,11,-1,1.3,0.5
COc1cc(CCCN2C(=O)C(=O)NC[C@@H]2CC2CCCCC2)cc(OC)c1OC,-4,0,-12,-4,6,9,-1,1.1,-0.1
Cc1ccc(NC(=O)CN2CCN(Cc3ccccc3)CC2)cc1,-8,-7,-2,-31,3,5,-1,1.6,0.1
O=C(Nc1ccccc1N1CCCC1)C1CCN(S(=O)(=O)c2ccc(F)cc2)CC1,-1,-11,11,-5,-4,4,6,-1.3,-2.6
NS(=O)(=O)c1ccc(CCNC(=O)c2ccc(C#CC3(O)CCCCC3)cc2)cc1,0,-12,11,68*,-22,23,38*,1.0,1.4

# Another view of nine compounds above:
# Every second line gives: M1 ag, OXTR potentiate, CHO parental Ca, TAAR1 antag, CHRM1 PAM, TAAR1 agonist, CHRM1 antagonist, V1R ag counter, OXTR ag
CCOc1cc(/C=N/NC(=O)c2cccs2)cc([N+](=O)[O-])c1O
 : -10, ., ., -10, 16, 7, -11, ., .
Cc1cc(=O)[nH]c(-n2ncc(C#N)c2N)n1
 : -1, -15, 0, -8, 13, 3, -13, 0.1, -1.1
O=C(NC(c1ccccc1)C(Cl)(Cl)Cl)c1ccccc1 (configuration not stated)
 : -7, -5, -18, 6, -7, -2, 7, 1.8, -2.3
CC(=O)NC(C)CCc1ccccc1 (configuration not stated)
 : -4, -4, -16, -30, 4, 1, 1, 0.1, 0.1
O=C(O)c1ccc(N/N=C/c2c[nH]c3ccccc23)cc1
 : -2, -14, 1, 8, -4, 0, 13, 1.6, 1.8
CCCCN(CCCNC(=O)Cn1nc(CC)n2c(cc3sc(C)cc32)c1=O)Cc1ccccc1
 : -6, 0, -20, -16, 5, -2, -19, -1.5, -1.0
O/N=C(/c1ccccc1)c1cc2cc(Br)cc(Br)c2o1
 : -1, -13, 1, -24, 21, 3, -24, 1.1, 0.9
CCCOc1ccc(C2NC(=O)CCC2[N+](=O)[O-])cc1 (configuration not stated)
 : -4, -3, -2, 10, 1, -1, -2, -0.1, 1.1
Cc1cc(C)cc(C(=O)Nc2ccc(N3CCN(C(=O)c4ccco4)CC3)cc2)c1
 : 3, -3, -12, 29, 15, 1, -2, 3.2, -2.5

# Next section
SMILES,M1 ag,OXTR potentiate,CHO parental Ca,TAAR1 antag,CHRM1 PAM,TAAR1 agonist,CHRM1 antagonist,V1R ag counter,OXTR ag
CN(C)c1ccc(/C=C/c2ccc3ccccc3n2)cc1,8,-17,14,.,-6,.,14,16,11
COC(=O)c1c(C)[nH]c(C(=O)CSc2ncnc3sc(-c4ccccc4)cc23)c1C,-2,-8,-5,0,8,1,0,0.8,0.1
O=C(c1ccc(COc2ccc(Br)cc2)o1)N1N=C(C(F)F)CC1(O)C(F)F (configuration not stated),-7,-6,-10,-7,-25,4,33*,3.1,0.1
Cc1ccccc1-c1nnc(SCC(=O)Nc2ccc(Cl)cc2)n1N,2,-7,-13,6,8,5,-4,0.9,0.0
Cc1cc(C)c2c(c1)SC1=NC(c3ccccc3)(C(F)(F)F)NC(=O)N12 (configuration not stated),-2,-2,-20,-7,9,6,-1,0.7,-1.1
COc1ccc(C(=O)/C=C(/C)N(C)C)cc1,-2,-4,-9,-4,8,0,-4,1.2,0.7
CC(C)c1ccc(NC2CCCN(C(=O)CC3CCCC3)C2)cc1 (configuration not stated),-2,-5,-8,-11,1,4,-4,0.8,-0.2
CN1CCN(c2ccc(Nc3ccnc4cc(Cl)ccc34)cc2)CC1,-8,-15,-7,1,0,20,-9,0.1,1.4
Cc1nc2ccc(NC(=S)N3CCCC3)cc2nc1C,-8,0,-8,-20,9,4,-13,-0.3,-0.6
CCc1cccc(CC)c1NC(=O)CNCc1cccs1,-3,.,.,2,11,1,-15,.,.
O=c1c2c(-c3ccccc3)ccnc2[nH]n1-c1ccccc1,-1,-6,-4,-8,12,7,-14,0.1,-0.9
C/C(=N\OCC(=O)Nn1c(C)nc2ccccc2c1=O)c1ccccc1,-1,-4,-7,9,4,1,-5,1.8,-0.2
O=S(=O)(c1ccccc1F)N1CCC(c2nc3ccccc3[nH]2)CC1,-5,-12,-13,16,-2,3,-3,2.0,0.6
COc1ccc(/C=C(\NC(=O)c2ccccc2)C(=O)N2CCCCC2)cc1OC,8,-11,-8,-15,9,2,-25,3.9,7.4
Cc1ccc(NC(=O)NC2CC(=O)N(c3ccc4c(c3)OCCO4)C2)cc1F (configuration not stated),-1,-4,-4,4,5,-2,0,-0.7,-1.6
c1ccc(C(c2nnnn2C2CCCC2)N2CCN(c3nc4ccccc4s3)CC2)cc1 (configuration not stated),-1,1,-12,-2,9,12,-27,-0.7,-1.1
CC(Oc1ccccc1)C(=O)Nc1cccc(NC(=O)c2ccco2)c1 (configuration not stated),-1,-2,-11,-17,1,3,-1,0.5,1.3
CCOC(=O)N1CCN(S(=O)(=O)c2ccc3[nH]c(=O)oc3c2)CC1,-2,0,-7,-20,-3,4,2,0.0,0.7
CCCCOc1ccc(NC(=O)CSCC(=O)OCC)cc1,-5,4,-4,18,6,10,-8,0.3,-1.3
O=C(CSc1ccc(F)cc1)NCCSc1ccccc1,-7,-2,-14,-4,11,5,-10,-1.3,-2.5
Cc1ccc(C)c(-n2c(SCC(=O)NC(C(=O)O)C(C)C)nnc2-c2cccc(Cl)c2)c1 (configuration not stated),-15,-3,-12,2,10,6,2,2.2,-0.1
O=C(NN=C1CCCC1)c1cccs1,-3,-6,-5,2,7,2,-10,-0.8,-0.9
O=C(Oc1ccc(Br)cc1)c1cccc(S(=O)(=O)N2CCOCC2)c1,-5,-13,-7,13,-1,0,3,4.6,1.3
C=CCC[C@H](Cc1ccc(F)cc1)C(=O)OC[C@H](Cc1c[nH]c2ccccc12)NC(=O)[C@@H](CC=C)CC(=O)N[C@H](CO)Cc1ccccc1,-5,-8,7,57*,-3,14,5,0.0,-0.3
O=C1c2ccccc2-c2n[nH]c3cccc1c23,-8,.,.,-2,-1,2,0,.,.
COc1cc(C(=O)OCC(=O)Nc2ccc(N3CCOCC3)cc2)ccc1OCC(C)C,0,-4,0,-27,0,1,-9,-0.1,0.9
CCOC(=O)N1CCN(c2c(NCCCN3CCCCCC3)c(=O)c2=O)CC1,-12,1,-4,-2,-14,0,16,0.3,0.7
Cn1cc(CN(CCO)Cc2cccs2)c(-c2cccc(Cl)c2)n1,-1,-5,-20,-1,16,2,-17,0.5,2.4
CNC(=O)c1ccccc1-c1cn(C)c2ccccc2c1=O,-3,-18,-21,-26,-6,2,7,0.3,-0.2
